From PubChem BioAssay
Neddylation inh = cullin neddylation inhibition | TR-FRET cullin neddylation, biochemical | calls only at 25 µM | 360,000 compounds, 0.58% hits; in the data active means inhibition above about 36%
MsrA act = activates bovine MsrA enzyme. 360,000 compounds, 0.3% hits. purified bovine MsrA, absorbance read-out. AID 602163. activation, % at 10.6 µM; in the data active means activation above about 7.5%;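 further: 0% = vehicle and 100% = reference activator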
SKN-1 inh = inhibitors of C. elegans SKN-1; AID 624304; 360,000 compounds, 0.49% hits; C. elegans VP596 Pgst-4::GFP/RFP ratio, acrylamide-induced, 24 h; inhibition, % at 21.8 µM;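 active means interference check ratio from 0.5 to 1.5 plus GFP to RFP signal ratio inhibition reaching or exceeding a fixed threshold, cut at about 30% in these data, passing the limit was not always enough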; further: some compounds called inactive have numbers as strong as hits
Rin1 Abl inh = human Rin1-Abl interaction inhibition | P00519+Q13671 | TR-FRET Rin1/Abl binding, biochemical | inhibition, % at 7.35 µM | 360,000 compounds, 0.4% hits | AID 588664; in the data active means inhibition above about 5%, passing the limit was not always enough
MT1-MMP act inh = MT1-MMP (human) activation inhibition | P50281 | HT1080 RFP-PRO-GFP cells, GFP/RFP ratio fluorescence, overnight; percent of plate control window, DMSO zero | GFP/RFP ratio change, % at 20 µM | 360,000 compounds, 0.061% hits;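 active means GFP/RFP ratio change of at least 30% with cell ATP level not reduced by more than half and red fluorescence within 50% of control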; further: strong numbers were not always called active
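Material – HT1080 RFP-PRO-GFP cells · Control set – DMSO wells and RFP-L50D-GFP cells · Incubation – overnight cell settling, then overnight compound exposure, 37 °C, 5% CO2 · Compound dosing – single-point 20 µM compound, 1% DMSO · Read-out – GFP/RFP fluorescence ratio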
MsrA inh = inhibits bovine methionine sulfoxide reductase A. inhibition, % at 15.5 µM. 360,000 compounds, 0.75% hits. purified bovine MsrA, absorbance read-out; in the data active means inhibition above about 4.5%;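 further: 0% = vehicle wells with enzyme and 100% = reference inhibitor wells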
FAS TE block = inhibitors of human fatty acid synthase thioesterase domain; P49327; recombinant FAS-TE, OMFH fluorogenic substrate, fluorescence endpoint; inhibition, % at 15 µM; 360,000 compounds, 0.67% hits; AID 602261;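 active means compounds whose normalised, plate-corrected inhibition of enzyme fluorescence in the single-dose primary screen is 50% or more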;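 further: 0% = DMSO with enzyme and 100% = substrate without enzyme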
CendR NRP1 mod = modulators of CendR peptide binding to human neuropilin-1; FAM-RPARPAR peptide binding to NRP-1, fluorescence polarization; inhibition, % at 25 µM; 360,000 compounds, 0.85% hits; AID 602438;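 active means inhibition or corrected inhibition above about 18%, plus a signal ratio from 0.5 to 1.5, limit read from the data, passing the limit was not always enough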; further: strong numbers were not always called active
Target sequence (O14786 whole entry, looked up): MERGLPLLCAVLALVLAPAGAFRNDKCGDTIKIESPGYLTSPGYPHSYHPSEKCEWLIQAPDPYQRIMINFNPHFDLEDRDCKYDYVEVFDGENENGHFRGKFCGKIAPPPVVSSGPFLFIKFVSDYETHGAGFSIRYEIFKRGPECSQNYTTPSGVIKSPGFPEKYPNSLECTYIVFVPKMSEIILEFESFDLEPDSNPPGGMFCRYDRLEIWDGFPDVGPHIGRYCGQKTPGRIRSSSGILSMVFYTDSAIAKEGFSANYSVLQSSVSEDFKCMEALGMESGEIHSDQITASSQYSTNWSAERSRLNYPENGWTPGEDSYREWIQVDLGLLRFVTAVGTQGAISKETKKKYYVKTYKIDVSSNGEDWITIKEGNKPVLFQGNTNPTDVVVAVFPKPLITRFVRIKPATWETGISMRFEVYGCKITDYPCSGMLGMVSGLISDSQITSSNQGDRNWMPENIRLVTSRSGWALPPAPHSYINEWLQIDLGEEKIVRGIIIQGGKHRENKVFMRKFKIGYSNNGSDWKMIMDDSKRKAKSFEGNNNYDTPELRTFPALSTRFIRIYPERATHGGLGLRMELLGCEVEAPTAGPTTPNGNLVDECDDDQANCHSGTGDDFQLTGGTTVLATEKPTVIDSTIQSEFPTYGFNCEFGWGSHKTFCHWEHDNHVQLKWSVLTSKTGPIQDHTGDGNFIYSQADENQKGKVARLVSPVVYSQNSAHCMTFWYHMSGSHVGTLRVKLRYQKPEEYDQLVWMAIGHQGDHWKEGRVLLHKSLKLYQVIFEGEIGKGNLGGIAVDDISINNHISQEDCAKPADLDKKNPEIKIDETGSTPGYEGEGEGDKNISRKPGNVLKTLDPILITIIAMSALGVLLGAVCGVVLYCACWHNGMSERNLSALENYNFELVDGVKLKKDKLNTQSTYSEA
eLon inh = inhibits E. coli Lon protease | P0A9M0 | purified E. coli Lon protease, fluorescence polarization | inhibition, % at 7.94 µM | 360,000 compounds, 0.42% hits | AID 602123; in the data active means inhibition above about 13%, passing the limit was not always enough;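 further: 0% = enzyme with probe and DMSO and 100% = no enzyme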
The depositor's hits bear a star; i = inactive.

nr	Compound	Neddylation inh	MsrA act	SKN-1 inh	Rin1 Abl inh	MT1-MMP act inh
1	Cc1ccc(S(=O)(=O)NC(=O)c2cc(C)n(CCCn3ccnc3)c2C)cc1	i	-0.7	0.5	-1.7	-4.5
2	CN(C)S(=O)(=O)c1cccc(NC(=O)c2ccc(N3CCOCC3)c([N+](=O)[O-])c2)c1	i	-4.4	2.7	-2.0	8.0
3	Cc1cc(C)n(S(=O)(=O)c2ccc(Cl)c(Cl)c2Cl)n1	i	0.0	4.4	-1.2	-6.4
4	Cc1[nH]c2ccc(C(=O)NCCCN3CCCCC3)cc2c1C	i	-0.2	6.2	-0.2	3.0
5	Cc1nc2ccccc2c(=O)n1NC(=O)c1ccc([N+](=O)[O-])cc1	i	-8.9	-7.5	0.9	0.6
6	CC1(c2ccccc2)NC(=O)N(CC(=O)Nc2ccccc2C(=O)NC2CC2)C1=O (stereo not drawn)	i	-2.9	13.2	-4.3	-3.5
7	O=C(CSC(=S)N1CCCC1)N1CCN(S(=O)(=O)c2cccc(F)c2)CC1	i	0.1	3.4	-0.3	0.2
8	CCOC(=O)C1CC(CN2C(=O)c3ccccc3C2=O)OC1=O (stereo not drawn)	i	-1.2	3.8	6.1	7.2
9	CCCCn1c(N)c(N(CC)C(=O)CCc2ccccc2)c(=O)[nH]c1=O	i	-7.3	12.4	2.9	3.0
10	CN(C(=O)CSc1ncnc2sccc12)c1c(N)n(Cc2ccccc2)c(=O)[nH]c1=O	i	-4.4	-4.5	-1.5	-0.4

nr	MsrA inh	FAS TE block	CendR NRP1 mod	eLon inh
1	1.1	-8.5	-10.8	20.6
2	1.0	8.3	13.6	-11.5
3	1.6	13.6	-0.9	2.6
4	0.0	-10.5	11.1	-5.4
5	0.6	-4.7	6.8	-5.0
6	0.9	-5.5	-1.8	-11.2
7	-0.7	0.4	-4.9	-11.6
8	0.5	-8.2	4.9	-3.4
9	-1.2	-9.0	9.4	5.6
10	0.6	-2.7	-10.5	-6.5

Next section
nr	Compound	Neddylation inh	MsrA act	SKN-1 inh	Rin1 Abl inh	MT1-MMP act inh
11	c1ccc2[nH]c(SCc3cn4ccccc4n3)nc2c1	i	-7.2	9.4	5.6*	-2.0
12	COc1ccc(CCNC2CC(=O)N(N(C)C)C2=O)cc1OC (stereo not drawn)	i	-1.8	6.0	0.4	-2.7
13	c1ccc(-c2noc(CSc3nnnn3C3CCCCC3)n2)cc1	i	-1.0	-1.8	2.0	2.9
14	O=C(CSc1nc(-c2ccco2)cc(C(F)(F)F)n1)N1CCSCC1	i	-4.4	3.3	-1.0	2.2
15	CSCC(=O)NS(=O)(=O)c1ccc(C)cc1	i	-3.0	11.9	1.3	-0.7
16	N=c1c[n+](N2CCOCC2)[n-]o1	i	-0.4	13.8	-5.0	1.3
17	CCC(C)NS(=O)(=O)c1ccc(NC(=O)c2ccc([N+](=O)[O-])cc2Cl)cc1 (stereo not drawn)	i	-7.7	-6.5	-2.2	2.7
18	O=C(c1cc2ccccc2o1)N1CC=C(c2ccccc2)CC1	i	-0.8	6.3	-1.5	1.5
19	Cc1ccc(C(=O)NCCc2nnc3ccc(SCC(=O)Nc4c(C)cc(C)cc4C)nn23)cc1	i	2.5	6.9	1.3	3.2
20	CCN(CC(=O)Nc1ccc(NC(C)=O)cc1)C(=O)C1(c2ccc(Cl)cc2)CCC1	i	-6.4	13.0	2.9	-5.1

nr	MsrA inh	FAS TE block	CendR NRP1 mod	eLon inh
11	-0.2	-4.5	-0.7	-10.7
12	2.4	-5.9	-3.4	2.0
13	-1.1	12.0	-5.7	1.5
14	2.0	-6.6	-9.7	-9.1
15	-1.0	-8.6	8.6	4.0
16	-0.8	-2.3	9.8	-6.3
17	-1.0	-11.7	5.2	15.5
18	-0.3	22.2	-1.8	-8.5
19	0.1	2.0	0.1	-1.9
20	0.0	-2.1	9.1	5.1

Later entries:
nr	Compound	Neddylation inh	MsrA act	SKN-1 inh	Rin1 Abl inh	MT1-MMP act inh
21	Cc1ccc(OCC(=O)NC2CCS(=O)(=O)C2)c([N+](=O)[O-])n1 (stereo not drawn)	i	-1.2	8.9	-2.1	1.2
22	O=C(CN1CCSC1=NCc1ccccc1)c1ccc(Cl)cc1	i	-8.1	-5.5	-2.3	1.4
23	CCC(CCCO)CCC[C@H](C)CCC1OCCO1 (stereo partly drawn)	i	-0.7	4.2	-1.6	6.7
24	COc1cc(/C=C/C(=O)OCC(=O)NCCC2=CCCCC2)ccc1O	i	-11.5	-12.5	-2.6	-1.4
25	OCCC1CN(Cc2cc3c(cc2Cl)OCO3)CCN1Cc1ccccc1 (stereo not drawn)	i	-1.3	5.4	-2.7	-0.7
26	COc1ccccc1NC(=O)CCN1CCN(Cc2ccccc2)CC1	i	-1.7	9.5	-0.4	-3.4
27	CCOC(=O)N1CCN(C(=O)c2cc(COc3ccc(F)cc3F)on2)CC1	i	-7.0	8.7	4.0	0.0
28	Cc1nnc2ccc(N3CCOCC3)nn12	i	0.2	-16.3	-0.7	1.9
29	CCC(C)C(CO)NCCCn1cnc2c(SC)ncnc21 (stereo not drawn)	i	-2.5	21.2	3.3	3.2
30	CC1CN(C(=O)CCN2C(=O)c3ccccc3C2=O)CC(C)O1 (stereo not drawn)	i	-2.5	-3.7	0.9	-1.3

nr	MsrA inh	FAS TE block	CendR NRP1 mod	eLon inh
21	-0.6	-6.5	4.2	-2.4
22	0.8	25.4	-37.1	-0.9
23	0.1	-1.2	3.5	3.5
24	0.7	-1.1	-6.5	-1.6
25	-0.4	-0.5	0.8	-4.5
26	-0.5	-6.2	5.0	3.2
27	0.0	-1.3	15.4	0.3
28	0.5	-5.3	8.7	-7.5
29	0.1	-6.7	13.3	-9.2
30	-0.6	-4.3	12.3	-8.3

Remaining list, next part:
nr	Compound	Neddylation inh	MsrA act	SKN-1 inh	Rin1 Abl inh	MT1-MMP act inh
31	O=C(NCCN1CCCC1)C1CCC(=O)N(CCCN2CCOCC2)C1 (stereo not drawn)	i	-3.3	3.8	1.0	0.8
32	CCc1cc2ccccc2nc1SCC(=O)Nc1cc(OC)c(OC)cc1C(=O)O	i	-3.7	12.7	-11.0	-4.6
33	CCN1C(=O)C(CC(=O)Nc2ccc(OC)cc2)N(CCc2ccc(F)cc2)C1=S (stereo not drawn)	i	1.1	11.2	2.0	1.2
34	Cc1noc(C)c1S(=O)(=O)N1CCCC(C(=O)NCc2ccccc2Cl)C1 (stereo not drawn)	i	-1.0	14.0	1.1	-1.4
35	O=C(Nc1nc2c(F)cc(F)cc2s1)c1ccco1	i	-7.5	8.8	3.4	0.3
36	O=C(CN1C(=O)C2CC=CCC2C1=O)Nc1nccs1 (stereo not drawn)	i	-3.4	9.9	1.9	-0.5
37	CC(=O)CN1Cc2ccccc2/C1=N\C(=O)Nc1ccccc1	i	-1.8	18.4	-0.6	-3.1
38	Cc1ccc([C@H]2C[C@@H](O)[C@H](n3cc(COC(=O)c4ccccc4)nn3)CN2CC2CCCCC2)cc1	i	-4.1	-1.8	-1.7	-6.0
39	CC(C)N(CCNC(=O)c1oc(=O)c2ccccc2c1-c1ccccc1)Cc1ccco1	i	-4.0	2.3	-4.0	-1.0
40	COc1cc(NS(=O)(=O)c2cc3c(cc2C)NC(=O)CO3)cc(OC)c1	i	0.0	7.9	-1.6	-3.4

nr	MsrA inh	FAS TE block	CendR NRP1 mod	eLon inh
31	0.9	-2.9	2.3	0.7
32	-0.9	2.6	-6.7	-13.6
33	-1.6	32.9	-5.3	6.3
34	0.3	-0.9	15.9	-2.9
35	0.6	0.3	4.2	-9.7
36	1.5	-0.2	-10.2	8.3
37	-1.1	-6.4	-5.1	1.1
38	0.2	21.9	-6.4	-6.6
39	2.3	14.2	3.2	-8.1
40	0.5	1.0	-8.9	-0.8

Additional entries.
nr	Compound	Neddylation inh	MsrA act	SKN-1 inh	Rin1 Abl inh	MT1-MMP act inh
41	C=CCOc1ccc(/C=C/C(=O)OC(C)C(=O)Nc2ccc(NC(C)=O)cc2)cc1 (stereo not drawn)	i	-1.8	-6.1	1.2	-4.9
42	Cc1ccc(/C(O)=C2\C(=O)C(=O)N(CCN(C)C)C2c2ccccc2F)cc1 (stereo not drawn)	i	-0.9	16.3	-2.2	-1.0
43	CCOC(=O)c1c(S(=O)(=O)N2CCCC(C(=O)Nc3cccc(C)n3)C2)c(C)n(C)c1C (stereo not drawn)	i	-1.4	2.5	-0.6	-4.3
44	COc1cccc(NC(=O)CSc2nnc(-c3cccs3)n2C)c1	i	-1.4	-3.3	5.7	4.3
45	C=CCNC(=S)NNC(=O)c1cc(C)nc2ccccc12	i	0.5	2.4	2.6	5.0
46	O=C(Cn1cnc2c(nnn2Cc2ccc(F)cc2)c1=O)Nc1ccccc1	i	-1.3	8.3	-0.2	-2.1
47	Cc1cccc(CNC(=O)c2ccccc2NC(=O)C2=CSCCO2)c1	i	-1.5	14.5	-1.3	-3.0
48	CCNC(=O)c1ccccc1-c1nc(-c2ccccc2)no1	i	-1.1	-4.5	-4.9	2.6
49	Cc1ccc(-c2nc3ccccc3s2)cc1NC(=O)c1ccc2c(c1)OCO2	i	-3.4	0.3	5.4	0.5
50	COc1ccc(C)cc1NC(=O)c1ccc2c(c1)C(=O)N(Cc1ccncc1)C2=O	i	-1.9	-9.8	3.3	-3.6

nr	MsrA inh	FAS TE block	CendR NRP1 mod	eLon inh
41	-0.6	-8.8	10.5	-5.8
42	1.8	-6.6	-1.3	-6.2
43	-0.7	-2.6	1.8	-6.9
44	-0.1	-6.5	2.1	-0.4
45	0.0	-11.5	-4.8	-13.9
46	2.8	-1.3	6.2	-5.4
47	0.7	7.6	4.9	5.4
48	-0.9	-4.5	-6.1	-4.1
49	-0.1	13.4	-16.7	-2.1
50	1.0	-2.8	0.6	-6.2

Continued.
nr	Compound	Neddylation inh	MsrA act	SKN-1 inh	Rin1 Abl inh	MT1-MMP act inh
51	O=C(COC(=O)Cc1ccccc1F)Nc1ccc2c(c1)OCO2	i	-5.1	1.1	-1.0	-0.3
52	CC1=C(C(=O)OCC2CCCO2)C(c2coc3ccc(C)cc3c2=O)C2=C(CCCC2=O)N1 (stereo not drawn)	i	1.4	-10.7	2.5	-0.8
53	O=C(Nc1ccc(Cl)cc1)N1CCSC1=NCc1ccccc1	i	-2.3	5.3	-1.4	1.7
54	Nc1ncc(-c2ccccc2)c(-c2ccc(O)cc2O)n1	i	-14.4	-1.9	1.2	-16.7

nr	MsrA inh	FAS TE block	CendR NRP1 mod	eLon inh
51	-1.7	1.1	-0.7	-0.1
52	-0.2	-1.5	-19.8	6.4
53	1.7	-3.6	9.1	-3.4
54	2.6	-4.6	-0.9	22.3*

By substructure: the entries above containing a Cl atom (seven)
nr	Compound	Neddylation inh	MsrA act	SKN-1 inh	Rin1 Abl inh	MT1-MMP act inh
3	Cc1cc(C)n(S(=O)(=O)c2ccc(Cl)c(Cl)c2Cl)n1	i	0.0	4.4	-1.2	-6.4
17	CCC(C)NS(=O)(=O)c1ccc(NC(=O)c2ccc([N+](=O)[O-])cc2Cl)cc1 (stereo not drawn)	i	-7.7	-6.5	-2.2	2.7
20	CCN(CC(=O)Nc1ccc(NC(C)=O)cc1)C(=O)C1(c2ccc(Cl)cc2)CCC1	i	-6.4	13.0	2.9	-5.1
22	O=C(CN1CCSC1=NCc1ccccc1)c1ccc(Cl)cc1	i	-8.1	-5.5	-2.3	1.4
25	OCCC1CN(Cc2cc3c(cc2Cl)OCO3)CCN1Cc1ccccc1 (stereo not drawn)	i	-1.3	5.4	-2.7	-0.7
34	Cc1noc(C)c1S(=O)(=O)N1CCCC(C(=O)NCc2ccccc2Cl)C1 (stereo not drawn)	i	-1.0	14.0	1.1	-1.4
53	O=C(Nc1ccc(Cl)cc1)N1CCSC1=NCc1ccccc1	i	-2.3	5.3	-1.4	1.7

nr	MsrA inh	FAS TE block	CendR NRP1 mod	eLon inh
3	1.6	13.6	-0.9	2.6
17	-1.0	-11.7	5.2	15.5
20	0.0	-2.1	9.1	5.1
22	0.8	25.4	-37.1	-0.9
25	-0.4	-0.5	0.8	-4.5
34	0.3	-0.9	15.9	-2.9
53	1.7	-3.6	9.1	-3.4
